Screening results as filed in PubChem.
PTEN del growth – growth suppression of PTEN-null HCT116, primary screen, cell-based, CellTiter-Glo. HCT116 PTEN-null viability, 60 h; stronger effect = lower value. viability, % at 10 µM. 1.2% of 140,000 active;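 active means viability at or below a set limit, 4 SD under the median of all tested compounds, cut at about 3.7% in these data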;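 further: PTEN knockout HCT116 line with beta catenin targeted HCT116 as companion control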
Yeast lifespan up – compounds extending yeast replicative lifespan, primary screen, S. cerevisiae, OD615; S. cerevisiae growth with nicotinamide; deaD strain in restrictive glucose medium; inhibition of the nicotinamide effect, % at 10 µM; 0.68% of 130,000 active;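 active means inhibition above a set limit, placed 3 SD over the median of all compounds, cut at about 26% in these data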;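 further: 0% = nicotinamide-treated wells and 100% = cells grown without nicotinamide; some compounds called inactive have numbers as strong as hits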
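Measured by: optical density (absorbance) at 615 nm; System: modified budding yeast, DeaD strain; Medium: restrictive CSMM-D dextrose medium; Timing: 4 h preincubation then 48 h treatment at 30 °C.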
BB579 growth dn – growth inhibitors of yeast BB579 in restrictive medium, primary screen, yeast lifespan-shortening project, S. cerevisiae; OD615, 48 h; inhibition, % at 10 µM; 0.51% of 140,000 active; AID 804, 2007;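 active means inhibition above a set limit, 3 SD over the mean compound inhibition, cut at about 44% in these data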; further: inactives centre near -24
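test system = yeast BB579 (DeaD) | buffer or medium = restrictive CSMM-D medium | doses = single compound dose of 10 µM, 0.25% DMSO final | times = 4 h preincubation and 48 h exposure at 30 °C | technique = culture absorbance at 615 nm | benchmarks = amphotericin B 10 µg/mL, positive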
HCT116 bCat-KO – primary screen for growth suppressors in beta-catenin knockout HCT116 cells (colon tumor, human); 1.5% of 140,000 active; viability, % at 10 µM; HCT116 beta-catenin knockout viability, CellTiter-Glo, 60 h; stronger effect = lower value;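 active means viability at or under a set limit, the compound median less 4 SD, cut at about 6% in these data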;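 further: 0% = Hyamine 1622 control at 20 µM and 100% = untreated cell control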
MRP-1 activ – H69AR viability gain despite doxorubicin, primary screen, MRP-1 activator project, H69AR cells, CellTiter-Glo; viability rescue; 0.61% of 140,000 active; viability increase, % at 10 µM;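 active means viability gain under doxorubicin at or above a set limit, the compound median plus 3 SD, cut at about 4.7% in these data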;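 further: MRP-1 overexpressing cells given doxorubicin 25 µM after compound pretreatment; 18-22 h compound pretreatment then 72 h with doxorubicin before readout; 0% = doxorubicin-only wells and 100% = vehicle-treated cells without doxorubicin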
E-sel TNF inh – E-selectin induction blockers in HUVEC – imaging, immunofluorescence, high content, primary screen; inhibition, % at 2 µM; 0.71% of 120,000 active; HUVEC TNFa-induced E-selectin immunofluorescence;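 active means inhibition above the batch mean plus 3 SD, and confirmed as a hit on visual image review, cut at about 43% in these data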;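 further: 0% = TNF-stimulated DMSO wells and 100% = unstimulated control wells; not every result past the cut was called active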
Phagocytosis inh – inhibitors of macrophage phagocytosis, primary screen, imaging, J774A.1 cells, IgG beads. J774A.1 macrophage IgG-bead phagocytosis. inhibition, % at 5 µM. 0.07% of 110,000 active. AID 1029, 2008;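 active means inhibition above the mean of the plate negative controls plus 5 SD, cut at about 13% in these data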;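 further: phagocytic index as fraction of beads internalized from green versus red external bead signal; plate controls were DMSO negative control for no effect and cytochalasin-D positive control for full effect; some results beyond the cut were filed as inactive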
Measles CPE – compounds protecting cells from measles virus cytopathic effect, primary screen, measles RdRp inhibitor project, single point, MLSMR library, absorbance | Measles virus-infected cells, CPE protection | AID 841, 2007 | protection (pct of control), % at 4 µM | 1.5% of 140,000 active; in the data active means protection mostly above about 24%, no sharp cut-off; inactive means mostly below about 26%; further: some compounds called inactive have numbers as strong as hits
NPY-Y2 antag – NPY-Y2 receptor antagonists, primary screen, cell-based; Neuropeptide Y receptor type 2 (Homo sapiens), P49146; NPY-Y2 expressing cells, antagonist mode; inhibition, % at 2.7 µM; 0.99% of 140,000 active; AID 793, 2007; in the data active means inhibition above about 17%;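 further: 0% = vehicle with agonist challenge and 100% = reference antagonist with challenge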
Target sequence (P49146 whole entry, looked up): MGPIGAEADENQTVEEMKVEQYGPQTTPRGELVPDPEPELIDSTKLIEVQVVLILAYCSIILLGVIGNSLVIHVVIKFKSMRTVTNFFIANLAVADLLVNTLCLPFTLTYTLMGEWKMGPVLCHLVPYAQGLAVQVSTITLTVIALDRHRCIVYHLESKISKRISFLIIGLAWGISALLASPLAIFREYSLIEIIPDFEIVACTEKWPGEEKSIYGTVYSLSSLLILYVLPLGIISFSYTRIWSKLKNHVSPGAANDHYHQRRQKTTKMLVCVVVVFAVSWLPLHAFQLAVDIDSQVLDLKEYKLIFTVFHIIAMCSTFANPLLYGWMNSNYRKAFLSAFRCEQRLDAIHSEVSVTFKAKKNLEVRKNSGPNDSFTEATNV
GALR2 antag – GALR2 antagonists in receptor-expressing cells, primary screen; 0.39% of 140,000 active; inhibition, % at 4 µM; Galanin receptor type 2 (Homo sapiens), O43603; antagonist mode; in the data active means inhibition above about 27%;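 further: cells stimulated with galanin 1-16 at roughly its EC80; 0% = agonist challenge control and 100% = basal control without agonist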
Target sequence (O43603 whole entry, looked up): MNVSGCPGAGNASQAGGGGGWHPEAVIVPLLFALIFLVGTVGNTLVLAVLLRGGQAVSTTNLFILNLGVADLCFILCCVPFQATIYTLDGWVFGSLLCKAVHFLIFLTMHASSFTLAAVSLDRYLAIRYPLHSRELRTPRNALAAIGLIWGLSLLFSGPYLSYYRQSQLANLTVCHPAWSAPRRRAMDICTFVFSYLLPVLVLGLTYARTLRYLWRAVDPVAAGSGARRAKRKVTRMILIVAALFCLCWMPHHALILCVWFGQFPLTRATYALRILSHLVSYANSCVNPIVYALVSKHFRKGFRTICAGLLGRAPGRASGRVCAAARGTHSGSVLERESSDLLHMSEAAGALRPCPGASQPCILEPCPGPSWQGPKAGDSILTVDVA
* = called active by the depositor.

Screening COCC(O)CSc1c([N+](=O)[O-])nc(C)n1Cc1ccc(OC)c([N+](=O)[O-])c1 (stereo unspecified) returned PTEN del growth 94, BB579 growth dn -5, HCT116 bCat-KO 98, MRP-1 activ -1.7, E-sel TNF inh 30, Measles CPE 3, NPY-Y2 antag 2 and GALR2 antag 7.
For CCN1CCCC1CNC(=O)c1cn(C)c2ccc(S(=O)(=O)N3CCCCCC3)cc2c1=O (stereo unspecified) the results were PTEN del growth 102, Yeast lifespan up -8, BB579 growth dn -76, HCT116 bCat-KO 95, MRP-1 activ -1.3, Measles CPE 12, NPY-Y2 antag 2 and GALR2 antag -8.
`CN1CCN(C/C(=C2/N=C(c3ccccc3)OC2=O)N(C)C)CC1` gave PTEN del growth 77, Yeast lifespan up -14, BB579 growth dn -41, HCT116 bCat-KO 79, MRP-1 activ -0.2, E-sel TNF inh 35, Phagocytosis inh 1, Measles CPE 20, NPY-Y2 antag 3 and GALR2 antag 6.
Screening CCCSc1nnc2nc3c(nn12)c1ccccc1n3C returned PTEN del growth 102, Yeast lifespan up -10, BB579 growth dn -25, HCT116 bCat-KO 88, MRP-1 activ -4.1, Phagocytosis inh 0, Measles CPE 4, NPY-Y2 antag 2 and GALR2 antag 9.
Screening Cc1ccc(N(C(=O)c2csnn2)C(C(=O)NC(C)(C)C)c2cccs2)cc1 (stereo unspecified) returned PTEN del growth 89, Yeast lifespan up -4, BB579 growth dn -1, HCT116 bCat-KO 96, MRP-1 activ -2.7, Measles CPE 10, NPY-Y2 antag 1 and GALR2 antag 2.
`O=C(c1cccs1)N1CCN(c2ncccn2)CC1` gave PTEN del growth 100, Yeast lifespan up -7, BB579 growth dn 1, HCT116 bCat-KO 95, MRP-1 activ -2.1, Phagocytosis inh -1, Measles CPE 18, NPY-Y2 antag 0 and GALR2 antag 1.
For CSC1=NCCN1C(=O)c1ccco1 the results were PTEN del growth 102, Yeast lifespan up -11, BB579 growth dn -29, HCT116 bCat-KO 110, MRP-1 activ -1.1, E-sel TNF inh 3, Phagocytosis inh 0, Measles CPE 10, NPY-Y2 antag -1 and GALR2 antag 4.
Screening CCOC(=O)c1ccc(CNS(=O)(=O)c2c(C)ccc3nsnc23)o1 returned PTEN del growth 99, Yeast lifespan up -4, BB579 growth dn -4, HCT116 bCat-KO 95, MRP-1 activ -3.1, E-sel TNF inh -57, Phagocytosis inh 2, Measles CPE 18, NPY-Y2 antag 1 and GALR2 antag 4.
For CN(N)C(=S)NCc1ccccc1 the results were PTEN del growth 99, Yeast lifespan up -6, BB579 growth dn -9, HCT116 bCat-KO 96, MRP-1 activ -0.6, E-sel TNF inh -6, Phagocytosis inh -3, Measles CPE 3, NPY-Y2 antag -1 and GALR2 antag -2.
CCN1CCN(C(=O)c2ccc3c(c2)N(Cc2ccc(F)cc2)C(=O)c2ccccc2S3=O)CC1 (stereo unspecified) was read as PTEN del growth 104, Yeast lifespan up -4, BB579 growth dn -4, HCT116 bCat-KO 95, MRP-1 activ -2.4, Measles CPE 4, NPY-Y2 antag -1 and GALR2 antag -3.
For Cc1ccc(C(=O)CCNc2cccc(Br)c2)o1 the results were PTEN del growth 100, Yeast lifespan up -31, BB579 growth dn 10, HCT116 bCat-KO 72, MRP-1 activ -4.4, E-sel TNF inh 3, Phagocytosis inh -1, Measles CPE 7, NPY-Y2 antag 3 and GALR2 antag 1.
Screening O=C(c1ccccc1)N1CCCCC(S(=O)(=O)c2ccc3ccccc3c2)C1=O (stereo unspecified) returned PTEN del growth 96, Yeast lifespan up 0, BB579 growth dn -25, HCT116 bCat-KO 94, MRP-1 activ -3.1, E-sel TNF inh 22, Phagocytosis inh -2, Measles CPE 1, NPY-Y2 antag 3 and GALR2 antag -2.
Cc1oc2c(CN(C)C)c(O)ccc2c(=O)c1-c1cscn1 was read as PTEN del growth 92, Yeast lifespan up -13, BB579 growth dn -54, HCT116 bCat-KO 86, MRP-1 activ -4.4, E-sel TNF inh 9, Phagocytosis inh -1, Measles CPE 4, NPY-Y2 antag -4 and GALR2 antag 1.
`N#C/C(=C/c1ccc(Oc2ccc([N+](=O)[O-])cn2)cc1)C(=O)N1CCOCC1` gave PTEN del growth 101, Yeast lifespan up 9, BB579 growth dn -4, HCT116 bCat-KO 95, MRP-1 activ -0.6, E-sel TNF inh 1, Phagocytosis inh -1, Measles CPE 7, NPY-Y2 antag 2 and GALR2 antag 2.
For COc1ccc(CN(CCN2CCOCC2)C(=O)c2c(F)cccc2F)cc1OC the results were PTEN del growth 96, Yeast lifespan up -11, BB579 growth dn -25, HCT116 bCat-KO 97, MRP-1 activ -2.0, E-sel TNF inh -11, Phagocytosis inh 1, Measles CPE 5, NPY-Y2 antag 2 and GALR2 antag 4.

The closing four records of the section before come first, to join the parts:
Screening O=C(c1ccccc1)N1CCCCC(S(=O)(=O)c2ccc3ccccc3c2)C1=O (stereo unspecified) returned PTEN del growth 96, Yeast lifespan up 0, BB579 growth dn -25, HCT116 bCat-KO 94, MRP-1 activ -3.1, E-sel TNF inh 22, Phagocytosis inh -2, Measles CPE 1, NPY-Y2 antag 3 and GALR2 antag -2.
Cc1oc2c(CN(C)C)c(O)ccc2c(=O)c1-c1cscn1 was read as PTEN del growth 92, Yeast lifespan up -13, BB579 growth dn -54, HCT116 bCat-KO 86, MRP-1 activ -4.4, E-sel TNF inh 9, Phagocytosis inh -1, Measles CPE 4, NPY-Y2 antag -4 and GALR2 antag 1.
`N#C/C(=C/c1ccc(Oc2ccc([N+](=O)[O-])cn2)cc1)C(=O)N1CCOCC1` gave PTEN del growth 101, Yeast lifespan up 9, BB579 growth dn -4, HCT116 bCat-KO 95, MRP-1 activ -0.6, E-sel TNF inh 1, Phagocytosis inh -1, Measles CPE 7, NPY-Y2 antag 2 and GALR2 antag 2.
For COc1ccc(CN(CCN2CCOCC2)C(=O)c2c(F)cccc2F)cc1OC the results were PTEN del growth 96, Yeast lifespan up -11, BB579 growth dn -25, HCT116 bCat-KO 97, MRP-1 activ -2.0, E-sel TNF inh -11, Phagocytosis inh 1, Measles CPE 5, NPY-Y2 antag 2 and GALR2 antag 4.
For COc1ccc(C)cc1NC(=O)C1C2C=CC(C2)C1C(=O)O (stereo unspecified) the results were PTEN del growth 100, Yeast lifespan up -6, BB579 growth dn 19, HCT116 bCat-KO 100, MRP-1 activ -2.1, E-sel TNF inh 1, Phagocytosis inh -1, Measles CPE 3, NPY-Y2 antag 1 and GALR2 antag 3.
CCN(CC)c1ccc(C2C3CCCCC3(O)CCN2C(=O)c2cccs2)cc1 (stereo unspecified) was read as PTEN del growth 88, Yeast lifespan up 3, BB579 growth dn -20, HCT116 bCat-KO 99, MRP-1 activ -0.4, E-sel TNF inh -23, Phagocytosis inh -6, Measles CPE 14, NPY-Y2 antag 4 and GALR2 antag -8.
`Cc1ccccc1NC(=O)COc1nsnc1N1CCOCC1` gave PTEN del growth 102, Yeast lifespan up -2, BB579 growth dn -32, HCT116 bCat-KO 102, MRP-1 activ 0.4, E-sel TNF inh 2, Phagocytosis inh 1, Measles CPE 12, NPY-Y2 antag 1 and GALR2 antag -11.
Screening COc1cccc(Nc2nc(-c3sc(N)nc3C)cs2)c1 returned PTEN del growth 102, Yeast lifespan up -7, BB579 growth dn -37, HCT116 bCat-KO 95, MRP-1 activ -2.5, E-sel TNF inh -9, Phagocytosis inh -1, Measles CPE 13, NPY-Y2 antag -2 and GALR2 antag 14.
Screening O=Cc1ccc(OC2OCCOC2Oc2ccc(C=O)cc2)cc1 (stereo unspecified) returned PTEN del growth 89, Yeast lifespan up 0, BB579 growth dn -21, HCT116 bCat-KO 92, MRP-1 activ -3.2, E-sel TNF inh 4, Measles CPE 6, NPY-Y2 antag 0 and GALR2 antag 5.
For COc1ccccc1NS(=O)(=O)c1ccc(C)c(NC(=O)NC2CCCCC2)c1 the results were PTEN del growth 87, Yeast lifespan up 1, BB579 growth dn 3, HCT116 bCat-KO 79, MRP-1 activ -1.2, Phagocytosis inh -7, Measles CPE 13, NPY-Y2 antag 5 and GALR2 antag 5.
`Cc1ccc(-c2nc3ncccc3o2)cc1NC(=O)c1cc2ccccc2o1` gave PTEN del growth 48, Yeast lifespan up -7, BB579 growth dn -71, HCT116 bCat-KO 48, MRP-1 activ -1.6, Phagocytosis inh 0, Measles CPE 16, NPY-Y2 antag 20* and GALR2 antag 6.
For CCN(c1ccccc1)S(=O)(=O)c1ccc(NC(=O)C(C)(C)C)cc1 the results were PTEN del growth 87, Yeast lifespan up 4, BB579 growth dn -3, HCT116 bCat-KO 84, MRP-1 activ -0.9, E-sel TNF inh -7, Phagocytosis inh -2, Measles CPE 9, NPY-Y2 antag -1 and GALR2 antag 2.
For CC(C)(C)C(=O)c1cn(CC(=O)NCc2ccc3c(c2)OCO3)c2ccccc12 the results were PTEN del growth 60, Yeast lifespan up -6, BB579 growth dn -4, HCT116 bCat-KO 55, MRP-1 activ -3.8, E-sel TNF inh -14, Phagocytosis inh -1, Measles CPE 13, NPY-Y2 antag 3 and GALR2 antag -3.
For Cc1nnc(SCCn2c(N3CCCCCC3)nc3c2c(=O)[nH]c(=O)n3C)s1 the results were PTEN del growth 99, Yeast lifespan up -4, BB579 growth dn -35, HCT116 bCat-KO 90, MRP-1 activ -2.9, Phagocytosis inh 0, Measles CPE 9, NPY-Y2 antag 1 and GALR2 antag -2.
Screening CCOC(=O)c1sc2nc[nH]c(=O)c2c1C returned PTEN del growth 107, Yeast lifespan up -11, BB579 growth dn -16, HCT116 bCat-KO 110, MRP-1 activ -0.7, E-sel TNF inh 7, Phagocytosis inh 0, Measles CPE 3, NPY-Y2 antag 0 and GALR2 antag -6.
Screening COc1ccccc1Nc1ncc(C(C)=O)c(C)n1 returned PTEN del growth 100, Yeast lifespan up -28, BB579 growth dn -26, HCT116 bCat-KO 94, MRP-1 activ 3.7, E-sel TNF inh -16, Phagocytosis inh -1, Measles CPE 6, NPY-Y2 antag 4 and GALR2 antag 5.
Screening Cc1ccc(S(=O)(=O)N2CCCC2C(=O)Nc2cc(C)on2)cc1 (stereo unspecified) returned PTEN del growth 109, Yeast lifespan up -19, BB579 growth dn 3, HCT116 bCat-KO 89, MRP-1 activ -2.1, Phagocytosis inh 0, Measles CPE 4, NPY-Y2 antag 1 and GALR2 antag -2.
For Cc1ccc(-c2nnn(CC(=O)Nc3cccc4cccnc34)n2)o1 the results were PTEN del growth 106, Yeast lifespan up -15, BB579 growth dn -38, HCT116 bCat-KO 102, MRP-1 activ 0.6, E-sel TNF inh 37, Phagocytosis inh -2, Measles CPE 4, NPY-Y2 antag 3 and GALR2 antag -1.
